MLLE-PAM2 inh = inhibitors of PABP1 MLLE–PAM2 peptide binding, primary screen, biochemical, fluorescence polarization, FITC-PAM2, GST-MLLE. Polyadenylate-binding protein 1 (Homo sapiens), P11940. inhibition, % at 20 µM. hit rate 0.36% among 360,000. AID 588489, 2011; in the data active = inhibition above about 35%, passing the limit was not always enough;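 also: plate controls were DMSO wells with GST-MLLE for no effect and wells lacking GST-MLLE protein for full effect; some results filed as inactive read as strong as hits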
FAS-TE inh = FAS thioesterase domain inhibitors, primary screen, biochemical, fluorescence intensity, uHTS; Fatty acid synthase (Homo sapiens), P49327; recombinant FAS-TE, OMFH fluorogenic substrate, fluorescence endpoint; inhibition, % at 15 µM; hit rate 0.67% among 360,000; AID 602261, 2012;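 active = compounds whose normalised, plate-corrected inhibition of enzyme fluorescence in the single-dose primary screen is 50% or more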;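 also: 0% = DMSO with enzyme and 100% = substrate without enzyme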
MsrA inh = bovine MsrA enzyme inhibitors, primary screen, biochemical, absorbance, HTS. hit rate 0.75% among 360,000. purified bovine MsrA, absorbance read-out. inhibition, % at 15.5 µM. Methionine sulfoxide reductase A (Bos taurus). AID 651718, 2012; in the data active = inhibition above about 4.5%;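 also: 0% = vehicle wells with enzyme and 100% = reference inhibitor wells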
E coli Lon inh = inhibitors of E. coli Lon protease, primary screen, biochemical, fluorescence polarization; inhibition, % at 7.94 µM; purified E. coli Lon protease; P0A9M0; hit rate 0.42% among 360,000; in the data active = inhibition above about 13%, passing the limit was not always enough;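 also: 0% = enzyme with probe and DMSO and 100% = no enzyme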
Target sequence (P0A9M0 whole entry, looked up): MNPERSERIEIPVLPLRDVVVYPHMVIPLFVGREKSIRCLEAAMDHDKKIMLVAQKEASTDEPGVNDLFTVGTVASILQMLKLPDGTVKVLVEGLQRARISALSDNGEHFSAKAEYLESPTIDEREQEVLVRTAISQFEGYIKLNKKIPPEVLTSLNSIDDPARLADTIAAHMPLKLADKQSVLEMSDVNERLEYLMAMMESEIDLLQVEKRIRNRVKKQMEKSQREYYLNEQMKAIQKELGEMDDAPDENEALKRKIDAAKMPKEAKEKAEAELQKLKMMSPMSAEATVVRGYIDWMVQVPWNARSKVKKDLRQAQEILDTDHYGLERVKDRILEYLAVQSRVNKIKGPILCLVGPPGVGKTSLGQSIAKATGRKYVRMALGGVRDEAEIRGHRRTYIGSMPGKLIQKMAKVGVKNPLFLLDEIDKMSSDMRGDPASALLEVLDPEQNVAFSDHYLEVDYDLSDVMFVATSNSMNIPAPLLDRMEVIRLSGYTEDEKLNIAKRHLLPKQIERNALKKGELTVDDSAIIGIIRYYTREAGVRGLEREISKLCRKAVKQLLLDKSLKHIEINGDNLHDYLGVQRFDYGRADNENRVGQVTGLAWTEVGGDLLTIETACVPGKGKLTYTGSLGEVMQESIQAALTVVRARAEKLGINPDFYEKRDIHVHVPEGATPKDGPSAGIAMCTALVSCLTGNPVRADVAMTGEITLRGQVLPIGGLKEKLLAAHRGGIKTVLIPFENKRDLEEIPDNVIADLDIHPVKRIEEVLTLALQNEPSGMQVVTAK
CSN inh = inhibitors of CSN-mediated cullin deneddylation, primary screen, biochemical, fluorescence polarization, uHTS. COP9 signalosome complex subunit 5 (Homo sapiens), Q92905. Purified CSN, SCF-Nedd8-OG deneddylation. inhibition, % at 12.5 µM. hit rate 0.38% among 360,000;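 active = pattern-corrected inhibition above about 35%, with an unprinted fluorescence ratio check between 0.5 and 1.5, limit read from the data, passing the limit was not always enough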;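 also: 0% = enzyme with substrate and 100% = substrate without enzyme; some results filed as inactive read as strong as hits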
Target sequence (Q92905 whole entry, looked up, one chain of several): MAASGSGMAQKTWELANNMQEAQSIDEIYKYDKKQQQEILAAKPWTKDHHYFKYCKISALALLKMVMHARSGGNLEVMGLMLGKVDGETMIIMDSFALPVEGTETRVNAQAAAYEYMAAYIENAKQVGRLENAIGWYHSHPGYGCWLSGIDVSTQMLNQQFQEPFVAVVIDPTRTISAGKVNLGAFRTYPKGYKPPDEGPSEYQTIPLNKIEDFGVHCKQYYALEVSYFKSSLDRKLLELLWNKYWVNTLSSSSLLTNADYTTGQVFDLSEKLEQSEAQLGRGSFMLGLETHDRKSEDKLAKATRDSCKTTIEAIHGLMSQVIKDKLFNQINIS
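Test system: purified human Csn5 enzyme expressed in HEK293T cells. Amount: 0.24 nM enzyme. Reagent: SCFSkp2-Nedd8OG substrate at 10 nM final. Schedule: 90 min incubation of compound, enzyme and substrate at room temperature. Detection: fluorescence polarization. Read-out: % inhibition of substrate cleavage by Csn5.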
bovine MsrA act = bovine MsrA enzyme activators, primary screen, biochemical, absorbance, HTS; hit rate 0.3% among 360,000; Methionine sulfoxide reductase A (Bos taurus); purified bovine MsrA, absorbance read-out; activation, % at 10.6 µM; in the data active = activation above about 7.5%;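 also: 0% = vehicle and 100% = reference activator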
Neddyl block = inhibitors of cullin neddylation, primary screen, biochemical, TR-FRET, uHTS, NAE and Ubc12 | calls only at 25 µM | AID 651699, 2012 | hit rate 0.58% among 360,000; in the data active = inhibition above about 36%
Rin1 Abl inh = inhibitors of Rin1-Abl protein binding, primary screen, biochemical, TR-FRET | Tyrosine-protein kinase ABL1 (Homo sapiens) + Ras and Rab interactor 1 (Homo sapiens), … | inhibition, % at 7.35 µM | hit rate 0.4% among 360,000; in the data active = inhibition above about 5%, passing the limit was not always enough
Tb MetRS inh = T. brucei MetRS inhibitors, primary screen, biochemical, luminescence; purified T. brucei MetRS, ATP depletion, Kinase-Glo luminescence; hit rate 0.4% among 360,000; inhibition, % at 11.9 µM; AID 624268, 2012;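 active = inhibition above a per-plate cutoff of the control wells' mean inhibition plus 3 SD, cut at about 5.5% in these data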;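 also: 0% = DMSO wells median and 100% = median of wells with control inhibitor compound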
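Material – parasite MetRS enzyme · Medium – HEPES-MgCl2-KCl buffer plus DTT, spermine, BSA, pyrophosphatase · Reagent – ATP, methionine and E. coli bulk tRNA substrates · Times – 15 min enzyme-compound preincubation, 2 h reaction, 10 min detection, 25 °C · Measured by – luminescence of leftover ATP · Evaluation – percent inhibition relative to median high and low control wells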
The depositor's hits bear a star; i = inactive; / = not tested or not shown. Rows are unselected; overall some 4% were active at least once.

Each structure is followed by: Tb MetRS inh, FAS-TE inh, E coli Lon inh, Rin1 Abl inh, bovine MsrA act, MsrA inh, Neddyl block, MLLE-PAM2 inh, CSN inh
O=C(COC(=O)c1ccc(O)cc1O)Nc1ccc2c(c1)OCCO2
  0.2, 0.4, -4.3, -1.5, -1.8, 0.3, i, -22.1, 2.9
Cc1ccc2c(c1)N(C(=O)c1ccco1)C(C)(C)c1ssc(=S)c1-2
  -0.9, 22.2, 1.2, -1.6, -5.9, 1.1, i, 13.1, 2.9
COc1ccc(NC(=S)N(CCO)Cc2cc3c(C)cc(C)cc3[nH]c2=O)cc1
  -0.9, -5.2, -0.2, -1.0, -6.3, 0.9, i, -16.7, -5.8
CC(OC(=O)COc1ccc(C#N)cc1)C(=O)c1ccccc1 (stereo not drawn)
  -0.6, 3.9, -13.7, 2.2, -11.5, 0.4, i, -3.2, -1.5
O=[N+]([O-])c1ccc(Nc2ccccc2O)c2nonc12
  0.3, -3.7, 29.5*, -10.3, 2.3, 2.2, i, -19.3, 1.0
O=C(CNS(=O)(=O)Cc1ccccc1)NCc1ccccc1
  -0.2, -4.3, 3.5, 1.4, -1.1, 0.2, i, -3.0, 3.7
CC(OC(=O)c1oc2ccccc2c1CSC1CCCCC1)C(=O)NC(N)=O (stereo not drawn)
  0.9, -2.8, 4.5, 2.4, -2.7, -0.1, i, -3.9, 1.9
COCCCNC(=O)C1CCCCN1S(=O)(=O)c1ccc(F)cc1 (stereo not drawn)
  -0.8, -7.9, -13.3, 3.8, -11.0, 0.5, i, 2.3, -0.3
CCN(CC)S(=O)(=O)c1cccc(C(=O)Nc2ccc(C#N)cc2)c1
  -1.4, 1.7, -9.2, 0.1, -11.5, -0.5, i, 6.7, -3.8
O=C(CCc1nnc(C2(c3ccc(Cl)cc3)CCC2)o1)NCCCn1cccn1
  -1.1, -6.1, -1.7, 4.3, -9.3, 1.0, i, -12.9, 3.2
O=C(CCC1COc2ccccc2O1)NC1CCCCC1 (stereo not drawn)
  -0.9, -2.1, -8.8, 3.1, -4.3, 0.1, i, 13.1, -0.6
C/C(N)=C(/C#N)C(=O)COC(=O)c1oc2ccccc2c1COC(C)C
  -0.4, 4.4, -1.2, 0.7, 1.2, -1.1, i, -8.9, -5.5
CCCNC(=O)c1c(O)c2c([nH]c1=O)CCCC2
  -1.5, -9.9, -2.9, 4.0, -8.6, -1.8, i, -3.1, -3.5
COc1cc(OC)cc(C(=O)Nc2c(F)cccc2F)c1
  0.6, -3.0, 2.2, -2.7, -1.7, -0.9, i, -3.9, 3.3
COc1ccc(C(=O)NC(=S)NNC(=O)c2ccncc2)cc1Br
  -0.1, -4.8, -0.5, 3.3, -0.9, 2.0, i, 16.1, -5.3
COCc1cc(=O)n2[nH]c(SC)nc2n1
  -0.9, -5.8, -7.9, 3.1, -0.3, 0.1, i, -0.4, 0.9
N#Cc1cnn(-c2cccc(Cl)c2)c1-n1cccc1
  -1.1, 11.7, 4.7, -4.7, -2.5, 1.1, i, 4.5, 1.9
CCc1ccc2c(COn3nnc4ccc(S(=O)(=O)N(C)C)cc43)cc(=O)oc2c1
  -0.3, 11.3, -10.9, 1.2, -1.8, -1.1, i, -8.4, -1.0
Nc1c(Cl)ncnc1NCCO
  -0.3, -7.0, -8.9, 5.2, -4.7, -1.1, i, 19.3, 4.0
CCOC(=O)C(NCc1ccc(OC)cc1)(NC(C)=O)C(F)(F)F (stereo not drawn)
  -0.6, -11.3, -3.5, -1.8, -4.1, -1.2, i, 8.9, -7.4
CCN1CCN(S(=O)(=O)c2ccc(Cl)c(C(=O)N(CC)Cc3ccccc3)c2)CC1
  0.6, -2.8, -16.6, -0.3, -2.0, -1.3, i, -56.7, -2.0
Cc1cc(C)c(C#N)c(SCc2ccc3c(c2)OCO3)n1
  0.5, 32.1, 3.6, 3.8, -2.9, -0.3, i, 1.6, 5.1
O=C1c2ccccc2NC(c2cccc(Cl)c2)N1N=C1CCCCCC1 (stereo not drawn)
  1.1, 15.7, 13.2, 1.2, 1.1, 1.6, /, -15.8, 57.4*
COc1ccc(-c2nc(-c3ccc(Br)cc3)no2)c(OC)c1
  -0.4, -1.5, -10.4, -0.2, -0.5, 0.2, i, -2.5, 0.9
CCOC(=O)c1ccc(NC(=O)CN(c2ccc(C)cc2)S(=O)(=O)c2c(C)nn(C)c2C)cc1
  0.2, 13.3, 0.6, 1.4, -1.7, 0.8, i, 3.3, 1.0
O=C(C1=C[C@@H](C2CC2)C[C@@H](OCCCCO)O1)N1CCOCC1
  0.0, -10.0, -3.7, 3.8, -1.1, 0.7, i, -1.9, 3.9
Cc1c(/C=N/O)c2ccccn2c1C(=O)c1ccc(F)cc1
  -1.0, 2.7, 5.4, 1.0, -5.0, 1.9, i, -6.7, 1.0
COc1cc(NS(=O)(=O)c2ccc(NC(=O)/C(=C\c3ccccc3OC)NC(=O)c3ccccc3)cc2)nc(OC)n1
  0.2, -2.8, -1.7, 1.4, -2.2, 0.9, i, -1.8, 1.1
Cc1cc(Cl)ccc1NC(=O)/C=N/O
  -0.3, -19.0, -3.0, 1.8, 3.4, -0.8, i, -3.8, 4.3
COCCN(C(=O)COC(=O)CSc1ccc(Cl)cc1)c1c(N)n(CC(C)C)c(=O)[nH]c1=O
  -0.4, -7.9, -8.8, 1.6, 0.3, -0.8, i, 5.3, 4.2

3 entries out of the list above, sorted by their value in MLLE-PAM2 inh, low to high.
| molecule | Tb MetRS inh | E coli Lon inh | Rin1 Abl inh | bovine MsrA act | MsrA inh | Neddyl block | MLLE-PAM2 inh | CSN inh |
| --- | --- | --- | --- | --- | --- | --- | --- | --- |
| COCCCNC(=O)C1CCCCN1S(=O)(=O)c1ccc(F)cc1 (stereo not drawn) | -0.8 | -13.3 | 3.8 | -11.0 | 0.5 | i | 2.3 | -0.3 |
| N#Cc1cnn(-c2cccc(Cl)c2)c1-n1cccc1 | -1.1 | 4.7 | -4.7 | -2.5 | 1.1 | i | 4.5 | 1.9 |
| COCCN(C(=O)COC(=O)CSc1ccc(Cl)cc1)c1c(N)n(CC(C)C)c(=O)[nH]c1=O | -0.4 | -8.8 | 1.6 | 0.3 | -0.8 | i | 5.3 | 4.2 |

Other records follow:
Each structure is followed by: Tb MetRS inh, FAS-TE inh, E coli Lon inh, Rin1 Abl inh, bovine MsrA act, MsrA inh, Neddyl block, MLLE-PAM2 inh, CSN inh
CN(CCOc1ccccc1)C(=O)C1CCC(=O)N(CCCN2CCOCC2)C1 (stereo not drawn)
  -0.2, -7.4, 1.4, 1.1, -4.0, -0.5, i, -3.9, -0.8
Cc1cccc(NC(=O)Nc2c(C)[nH]c(=O)[nH]c2=O)c1C
  -1.2, -2.7, -1.4, -2.6, -2.1, -0.2, i, 1.9, -3.5
Cc1c(CN(C)CCc2ccccc2)c(=O)n(-c2ccccc2)n1C
  -1.0, -7.9, -4.8, 0.6, -4.6, 0.1, i, 1.4, -8.3
Cn1nc(C(=O)Nc2ccccc2Cl)cc1C(=O)Nc1ccccc1Cl
  -0.2, -1.4, -3.2, 0.8, -2.7, -0.3, i, 8.8, 1.0
CCCCN(C)C(=O)c1nc2ccccn2c1CN1CCN(c2ccccn2)CC1
  0.2, 1.0, -5.2, 2.6, 1.5, 0.6, i, 14.1, 0.3
O=C(O)c1cc(N/N=C/c2ccc3c(c2)OCCO3)ccc1Cl
  0.5, -0.8, -4.0, 0.9, -6.4, 1.4, i, 1.4, -0.3
CCNC(=O)CSc1nnc(CN2CCCCCC2=O)n1-c1ccccn1
  -1.2, -9.4, -8.1, 2.3, -3.3, -1.5, i, -2.8, 0.1
COc1cccc(-c2nc(CS(=O)(=O)CC(=O)N3CCN(c4ccccn4)CC3)c(C)o2)c1
  -1.3, 0.0, -6.8, 1.8, -3.3, -1.1, i, 4.8, 0.7
CCCN(CCC)CCCNC(=O)c1nn(-c2cccc(OC)c2)c(=O)c2ccccc12
  1.1, -3.4, -6.8, 1.4, -3.2, -0.8, i, 2.2, -2.5
CCCCC(=O)OCc1nc2ccccc2s1
  1.0, 7.3, -3.0, 0.4, -2.2, -1.2, i, -10.2, -5.1
CCOc1ccc2[nH]c(=O)c(CN(CCCO)C(C)=O)cc2c1
  -1.4, -5.6, -8.3, 0.6, -0.1, 0.8, i, 1.1, -1.6
Cc1cc(C(=O)NNC(=O)c2c(-c3c(Cl)cccc3Cl)noc2C)no1
  -0.3, -5.5, 1.5, -2.1, 0.4, -0.8, i, -10.8, 0.7
Cn1c(=O)c2c(-c3ccccc3)n(CCCN3CCOCC3)cc2n(C)c1=O
  -0.4, -3.5, -7.4, -2.0, 1.4, -0.5, i, 5.4, 3.7
O=C(Nc1ccccc1C(=O)N/N=C/c1ccco1)c1ccc(F)cc1
  -0.1, -5.8, -31.1, 0.8, -0.2, 1.7, i, -2.2, 6.7
COc1ccc(NC(=O)c2ccccc2S(=O)c2ccccc2C#N)cc1 (stereo not drawn)
  -0.3, -4.2, -8.6, -1.4, -5.5, 2.2, i, 3.4, 0.1
CCOC(=O)/C=c1\s/c(=C\c2ccc3cc(OC)ccc3c2)c(=O)n1CC(=O)NCC1CCCO1 (stereo not drawn)
  -0.9, -41.4, -39.8, 0.4, -5.5, -0.1, i, -38.4, 20.2
Cn1c2ccccc2c2c(C(=O)N3CCN(c4ccccc4)CC3)cn(C3CCCC3)c(=O)c21
  -0.7, 13.3, -1.0, 2.0, -10.9, 0.8, i, 11.4, 4.1
CCCc1nc(C)cc(N2CCN(c3ccccc3)CC2)n1
  -1.6, 1.3, -9.3, 1.4, -1.1, -0.6, i, 11.5, 4.0
CCOc1ccccc1NC(=O)C1CCCN(S(=O)(=O)c2ccc3c(c2)CCCN3C(C)=O)C1 (stereo not drawn)
  -0.1, -0.6, -1.9, -1.4, -2.9, 1.0, i, -0.9, -2.4
CC1C/C(=C\c2ccccc2[N+](=O)[O-])c2nc3ccccc3c(C(=O)O)c2C1 (stereo not drawn)
  0.7, -8.2, -7.1, 1.1, -3.9, 3.0, i, 10.4, 4.2
COc1ccccc1-c1cn[nH]c1-c1ccc(OCc2ccc([N+](=O)[O-])cc2)cc1O
  0.6, -15.2, 3.3, -1.9, -0.9, 1.4, i, -6.9, -3.1
CCOC(=O)C1CCN(S(=O)(=O)CCNC(=O)c2ccc3c(c2)OCO3)CC1
  -0.3, -9.7, -4.3, 0.6, -2.8, 0.9, i, 5.7, -4.0
COc1ccc(C(CNC(=O)Cc2ccc3ccccc3c2)N(C)C)cc1 (stereo not drawn)
  -0.4, -3.4, -6.1, -1.7, -2.8, -0.1, i, -1.6, 2.4
Cc1ccc(NS(=O)(=O)c2ccc(C(=O)NCc3ccccn3)cc2)cc1
  -0.3, 6.5, 7.5, -0.5, -6.0, -0.8, i, 2.5, -4.9
CCOC(=O)C1CCN(C(=O)c2sccc2Cl)CC1
  -0.5, -6.3, 1.3, -0.3, -0.7, 0.0, i, 14.4, -0.7
CCOC(=O)/C(C(N)=NCC(C)C)=C(/O)c1ccccc1
  0.0, -5.5, -3.0, 0.9, -11.3, 4.1, i, -2.8, 2.6
COc1ccc(OC)c(S(=O)(=O)n2ccnc2C)c1
  0.4, -7.6, -8.2, 0.3, -0.8, -0.8, i, 1.0, 5.5
